Source: PubChem BioAssay (several laboratories)
Siah-1 displacement = Siah-1 peptide-binding antagonists, primary screen, biochemical, fluorescence polarization, rhodamine-plectin, uHTS (AID 1817); Siah-1 / rhodamine-plectin peptide fluorescence polarization; higher % means a stronger effect; displacement, % at 20 µM, or IC50 in µM where a hit was titrated; 290,000 tested, 0.02% active;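 active means displacement of at least 50% at 20 µM, with a fluorescence ratio check between 0.3 and a set limit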;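 further: plate controls were Siah plus tracer with DMSO for no effect and tracer alone without Siah for full effect; strong numbers were not always called active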
AID2073 = disruptors of CaV2.2 binding to Mint1 – biochemical, HTRF (AID 2073). HTRF protein-protein interaction, Mint1-CaV2.2; higher % means a stronger effect. inhibition, % at 20 µM, or IC50 in µM where a hit was titrated. 290,000 tested, 0.19% active; in the data active means inhibition mostly above about 51%, no sharp cut-off; inconclusive means no clear call, values can overlap the other calls; inactive means mostly below about 53%; further: some results filed as inactive read as strong as hits
Myeloid diff 2 = promotes myeloid progenitor differentiation; ER-HoxA9 myeloid progenitors, lysozyme-GFP differentiation, flow cytometry; calls only at 10 µM; AID 624256; 360,000 tested, 1% active;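 active means normalized GFP-positive differentiation at or above the plate's own cutoff, the solvent-only control mean plus 3 SD; inconclusive means no clear call, values can overlap the other calls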;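 further: cells exposed to compound for four days before flow analysis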
HEK293 NOD2/NF-kB = inhibition of NOD2-driven NF-kB reporter – cell-based, luminescence, uHTS, HEK293 (AID 1566). HEK293 NOD2/NF-kB luciferase reporter, luminescence; higher % means a stronger effect. one-dose inhibition, % at 4 µM; EC50 in µM for titrated hits. 290,000 tested, 0.63% active; further: many of its hits are not listed in these tables
HIV peptide binding = inhibitors of HIV fusion peptide binding, primary screen, biochemical, uHTS, fluorescence dequenching (AID 1986); 290,000 tested, 0.3% active; inhibition, % at 20 µM, or IC50 in µM where a hit was titrated; cell-free peptide binding, fluorescence dequenching, 30 min; higher % means a stronger effect; in the data active means inhibition mostly above about 52%, no sharp cut-off; inactive means mostly below about 76%; further: some results filed as inactive read as strong as hits
LYP inhibition = PTPN22 lymphoid phosphatase activity blockers – biochemical, fluorescence intensity, uHTS (AID 1779) | recombinant LYP phosphatase, fluorescence intensity; higher % means a stronger effect | one-dose inhibition, % at 11.5 µM; IC50 in µM for titrated hits | 290,000 tested, 0.054% active;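 further: plate controls were vehicle with enzyme for no effect and no enzyme for full effect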
XIAP antagonists = small molecules displacing peptide from XIAP – biochemical, IAP family, fluorescence polarization (AID 1018); one-dose displacement, % at 20 µM; IC50 in µM for titrated hits; XIAP BIR domain, fluorescence polarization peptide displacement; higher % means a stronger effect; 200,000 tested, 0.007% active; in the data active means displacement above about 50%; further: a part of the inactive calls stands beside numbers as strong as those of hits
Lipid droplet = modulators of hepatic lipid droplet formation; inhibition, % at 6.5 µM; 240,000 tested, 0.4% active; AML12 mouse hepatocytes, oleate lipid droplets, BODIPY imaging; AID 1656;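 active means lipid droplet intensity inhibited by at least 50%, with more than 500 cells counted; inconclusive means wells with under 300 cells, treated as cytotoxic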
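Assay system: AML12 hepatocytes (mouse) / Also added: 100 µM oleic acid challenge / Times: overnight treatment with compound plus oleate / Detection: high-content imaging of BODIPY-stained droplets and DAPI nuclei / Evaluation: % inhibition of lipid droplet signal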
Dengue-2 NS5 capping = flavivirus cap methylation enzyme inhibition – biochemical, confirmation dose response, primary screen (AID 588689) | Dengue-2 NS5 methyltransferase capping enzyme assay, biochemical; higher % means a stronger effect | 340,000 tested, 0.3% active | one-dose inhibition, % at 25 µM; IC50 in µM for titrated hits; in the data active means a potency from the dose series; inconclusive means inhibition above about 29% without an active follow-up result
Lipid droplet cells 6.5 µM = second read-out of Lipid droplet, no call of its own (marks repeat the call); cell count; measured here: cell count, cytotoxicity flag;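 cells counted across two imaged fields per well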
Dengue-2 NS5 capping pilot replicate = second read-out of Dengue-2 NS5 capping, no call of its own (marks repeat the call); inhibition, %; measured here: pilot screen replicate inhibition
Myeloid diff 2 GFP+ MAC1+ % = recorded beside Myeloid diff 2, whose call it bears; GFP+ MAC1+ double positive, %; measured here: differentiation confirmed by MAC1 staining
Active calls of the source: *; i = inactive; ? = inconclusive; . = not tested or not shown. Unless noted, no stated cut-off is given here; in the data, active means inhibition above about 50%; inactive means the rest. An excerpt (hit frequency here may not be typical).

SMILES	Siah-1 displacement	AID2073	Myeloid diff 2	Myeloid diff 2 GFP+ MAC1+ %	HEK293 NOD2/NF-kB	HIV peptide binding	LYP inhibition	XIAP antagonists	Lipid droplet	Lipid droplet cells 6.5 µM	Dengue-2 NS5 capping	others
O=C(CSc1nc2c(c(=O)n1-c1ccc(F)cc1)SCC2)N1CCCC1	2%	22%	i	0.6	-1%	-0.1%	2%	-3.3%	.	.	-6%
CS(=O)(=O)Nc1ccc2c3c(cccc13)CC2	0%	2%	i	1.2	9%	37%	-4%	-7.1%	2	757	1%
O=C(CCC1CCCN(C(=O)c2ccc3c(c2)OCO3)C1)N1CCN(c2ccccn2)CC1 (centres undefined)	-3%	3%	i	0.5	-5%	-1.4%	-6%	-13%	0	626	-12%
CS(=O)(=O)c1ccc(Cl)c(NC(=O)COC(=O)c2c(Cl)cccc2Cl)c1	-2%	4%	i	0.6	5%	-0.1%	-9%	-4.3%	-17	732	0%
CCNC(=O)NC(=O)C(C)OC(=O)c1cccn1C (centres undefined)	-2%	5%	i	0.5	-11%	0.5%	-2%	-5.3%	16	710	-5%
CCOC(=O)C1CCN(C2=C(NS(=O)(=O)c3ccc(Cl)cc3)C(=O)c3ccccc3C2=O)CC1	2%	4%	i	1.9	-20%	-0.6%	-5%	.	3	780	11%
O=C(/C=C/c1ccco1)Oc1cccc2cccnc12	-3%	-7%	i	0.2	5%	-0.8%	2%	.	-5	679	2%
Cc1c(-c2ccc(Br)cc2)nc2ccccn12	-2%	10%	i	0.3	-138%	-0.6%	2%	-6.5%	-14	618	3%
Cc1ccccc1C(=O)OCCN(C)Cc1ccccc1	-3%	-9%	i	0.3	5%	-1.1%	-7%	-0.1%	-6	651	-4%
O=C(c1ccc(Cl)c(S(=O)(=O)N2CCCCCC2)c1)N1CCCC1	2%	11%	i	1.2	-6%	0.5%	-2%	.	11	761	-5%
N#CC(C#N)=C1C=C2C=C(N3CCCCCC3)CCC2CC1 (centres undefined)	80%	-1%	i	0.1	22%	151%	8%	-5.0%	-13	625	?
O=C(Nc1nnc(-c2ccccc2F)s1)C1CCN(S(=O)(=O)c2ccc(Cl)cc2)CC1	5%	42%	i	0.1	5%	-1.6%	-3%	-3.4%	12	567	-3%
CN(C)c1ccc(/C=N\NC(=O)c2ccc(Cn3cc(Cl)cn3)cc2)cc1	-5%	29%	i	0.7	-21%	-1.1%	7%	-4.5%	-12	594	1%
Cc1ccccc1NC(=O)C1C2CC/C=C\CCC21 (centres undefined)	6%	0%	i	0.6	0%	5.6%	8%	-4.8%	-4	747	-6%
CCOc1ccc(CC(=O)NNC(=S)NC2CCCCC2)cc1OCC	4%	-19%	i	2.3	10%	-0.7%	-5%	-8.8%	21	765	-4%
CCCCOc1ccc(/C(O)=C2/C(=O)C(=O)N(CCCOC)C2c2ccncc2)cc1C (centres undefined)	6%	5%	i	0.6	32%	-1.9%	2%	-4.6%	.	.	0%
COCCn1nnnc1C(c1cccs1)N1CCN(c2cccc(C(F)(F)F)c2)CC1 (centres undefined)	3%	-8%	i	0.6	-13%	-0.3%	3%	0.1%	-17	704	5%
CC(C)N(C(=O)Cn1c(=O)oc2ccccc21)c1ccccc1	-7%	3%	i	1.3	5%	-0.5%	-5%	.	.	.	-7%	Dengue-2 NS5 capping pilot replicate=-5.5
COc1ccc(NC(=O)/C=C/c2cccc(Br)c2)cn1	1%	5%	i	3.7	-15%	18%	-8%	.	2	740	?
NS(=O)(=O)c1ccc(CCNC(=O)c2ccc3nc4ccc(Cl)cc4c(=O)n3c2)cc1	2%	42%	i	0.0	5%	5.3%	0%	-8.5%	-2	654	4%
Cc1cccc(-c2nc(CN3CCCC(C(=O)NC4CCCCCC4)C3)c(C)o2)c1 (centres undefined)	2%	27%	i	0.7	16%	-0.5%	2%	-0.5%	.	.	-4%
O=C1c2ccccc2C(=O)c2c1cccc2N1CCN(CCO)CC1	2%	-8%	i	6.7	0%	-2.5%	-4%	-4.4%	.	.	18%
N#C/C(=C\c1c[nH]c2ccccc12)C(=O)NC1CCCC1	10%	8%	i	0.1	5%	0.3%	-6%	.	1	792	-6%	Dengue-2 NS5 capping pilot replicate=-2.4
Cc1cccc(-c2cc(C(=O)NCc3ccccn3)c3ccccc3n2)c1	1%	9%	i	0.3	-12%	-0.5%	2%	0.7%	0	717	-3%
O=C(Cn1ncc2c3ccccc3n(Cc3ccccc3)c2c1=O)NCc1ccco1	-1%	9%	i	1.0	10%	1.8%	-6%	.	4	688	0%
The listing continues.
SMILES	Siah-1 displacement	AID2073	Myeloid diff 2	Myeloid diff 2 GFP+ MAC1+ %	HEK293 NOD2/NF-kB	HIV peptide binding	LYP inhibition	XIAP antagonists	Lipid droplet	Lipid droplet cells 6.5 µM	Dengue-2 NS5 capping	others
O=C(NNC(=O)C1CC2CCC1C2)c1ccccc1 (centres undefined)	-2%	-4%	i	0.2	3%	1.9%	-6%	-1.7%	-4	697	-12%
CNC(=O)c1ccccc1NC(=O)c1ccco1	2%	15%	.	.	8%	-2.6%	-10%	21%	5	751	1%
CCCCCCCN1CCC(=O)N([C@H](CO)Cc2ccccc2)CC1	1%	17%	i	1.6	2%	1.6%	-10%	.	-28	835	-2%
O=S(=O)(c1ccc(-c2ccon2)s1)N1CCN(CCN2CCOCC2)CC1	-10%	21%	i	0.6	-29%	-1.8%	0%	.	-10	649	-15%
C=C(C)CN(CC)C(=O)CC1C(=O)NCCN1C (centres undefined)	2%	4%	i	0.0	1%	-1.8%	-2%	-1.0%	-1	712	0%
O=C1NC(=Nc2ccccc2)S/C1=C\c1cccs1	24%	2%	i	0.4	-60%	0.8%	3%	.	23	715	7%
COc1ccccc1N1CC(C(=O)Nc2nnc(SCC(=O)NC(C)C)s2)CC1=O (centres undefined)	2%	-9%	i	0.0	-2%	1.7%	-11%	.	9	843	-6%
COc1ccc(/C=C/C(=O)c2ccccc2)cc1COc1ccc(F)cc1	-2%	12%	i	4.3	2%	1.4%	7%	1.2%	.	.	-1%
Cn1c(CN2CCOCC2)nc2cc(NC(=O)COc3ccc([N+](=O)[O-])cc3)ccc21	1%	-5%	i	0.4	34%	-0.6%	-2%	-1.7%	-27	657	0%
COc1c([N+](=O)[O-])c(=O)n(-c2ccccc2)c2ccccc12	1%	4%	i	0.5	0%	1.8%	-2%	-0.9%	2	631	0%
O=C(CCCc1ccccc1)Nc1ccc2c(c1)OCCO2	1%	11%	i	0.5	-199%	0.8%	0%	-8.0%	12	702	4%
Cc1[nH]n2cnnc2c(=O)c1Br	4%	2%	i	0.5	-15%	0.1%	1%	.	-25	631	-1%
CCN(CC)S(=O)(=O)c1ccc(C)c(NC(=O)COc2ccc3c(C)cc(=O)oc3c2)c1	5%	8%	i	0.2	6%	0.1%	2%	-0.2%	11	729	-6%
COC(=O)c1ccc2c(=O)n(CCN3CCOCC3)c(SCC(=O)Nc3ccc(OC)cc3OC)nc2c1	0%	34%	i	5.9	18%	1.1%	-6%	.	2	708	-4%
Cc1ccc(C(=O)OCC(=O)NCc2cccs2)c(C)c1	4%	-8%	i	0.3	-28%	1.1%	0%	-9.8%	-13	692	-3%
COc1cc(CN2CCN(Cc3ccc(SC)cc3)CC2)cc(OC)c1O	3%	1%	i	0.2	-5%	0.2%	-7%	-1.8%	6	749	-7%
Cc1cc(NC(=O)Nc2cccc(C(F)(F)F)c2)n(C)n1	10%	-3%	i	0.8	8%	-1.3%	-1%	-4.1%	17	704	-14%
O=C(CCn1ccc([N+](=O)[O-])n1)Nc1nccs1	4%	3%	i	0.2	12%	0.5%	0%	1.2%	2	674	.
COc1ccc2cc(C(=O)NCc3ccccc3)c(=O)oc2c1	-1%	13%	i	0.3	-6%	-1.1%	-11%	.	0	831	-6%	Dengue-2 NS5 capping pilot replicate=3.4
CCN(CC)S(=O)(=O)c1ccc(OC)c(-n2cnnn2)c1	-2%	-2%	i	0.4	4%	0.0%	-6%	-3.0%	2	697	6%
CCN(Cc1cc(=O)n2ccsc2n1)Cc1nc2ccccc2c(=O)[nH]1	0%	4%	i	0.2	18%	-1.3%	-4%	-4.5%	26	702	-9%
CCCCNC(=O)c1cccnc1SCC(=O)Nc1ccccc1OC	-2%	4%	i	0.8	-2%	-0.1%	2%	-7.4%	-11	653	-1%
COc1cccc(NC(=O)c2oc3ccccc3c2NC(=O)C2CC2)c1	-1%	9%	i	1.0	-4%	1.3%	4%	-8.0%	4	695	-1%
O=C(O)CCCC(=O)Nc1cccc2cccnc12	-6%	12%	i	1.3	-6%	6.0%	-4%	-5.9%	.	.	1%
CCCCC(=O)Nc1nc2c(OC)ccc(OC)c2s1	-4%	7%	i	2.5	2%	2.5%	-2%	-3.0%	.	.	-5%
Later entries
SMILES	Siah-1 displacement	AID2073	Myeloid diff 2	Myeloid diff 2 GFP+ MAC1+ %	HEK293 NOD2/NF-kB	HIV peptide binding	LYP inhibition	XIAP antagonists	Lipid droplet	Lipid droplet cells 6.5 µM	Dengue-2 NS5 capping	others
CC(C)(C)n1[nH]c2c3c(ccc2c1=O)C(=O)c1ccccc1C3=O	2%	-10%	i	0.8	23%	-6.6%	0%	-3.9%	17	776	-3%
COCC(=O)N1CCC(Oc2ccc(C(=O)NCCCn3cccn3)cc2)CC1	-1%	8%	i	2.6	3%	-1.9%	-4%	.	-5	721	-5%
COc1cccc(C2CC(=O)NC(SC)=C2C#N)c1 (centres undefined)	1%	7%	i	3.8	27%	3.9%	-5%	-4.4%	.	.	-1%
O=C(CSCc1cc(=O)n2ccsc2n1)Nc1ccccc1	-2%	-7%	i	0.0	6%	-1.9%	-6%	.	17	698	0%
CC1(C)CC(OC(=O)c2ccco2)CC(C)(C)N1O	7%	8%	i	1.2	9%	3.4%	-8%	-1.1%	.	.	-1%
COc1ccc(CCNc2nc(C)cc(C)c2C#N)cc1OC	-2%	20%	i	0.2	12%	-2.2%	-2%	.	-13	813	0%
Cc1cc(Cl)ccc1N1C(=O)CC(NNC(=O)c2cccnc2)C1=O (centres undefined)	4%	0%	i	0.8	-3%	11%	-1%	-0.5%	14	657	-6%
CN(C)CCN(C(=O)c1ccc(C(=O)c2ccccc2)cc1)c1nc2cc3c(cc2s1)OCCO3	1%	7%	i	0.0	2%	-0.5%	-2%	.	-1	850	-5%

Structures above that have a CF3 group, in the order listed:
SMILES	Siah-1 displacement	AID2073	Myeloid diff 2	Myeloid diff 2 GFP+ MAC1+ %	HEK293 NOD2/NF-kB	HIV peptide binding	LYP inhibition	XIAP antagonists	Lipid droplet	Lipid droplet cells 6.5 µM	Dengue-2 NS5 capping	others
COCCn1nnnc1C(c1cccs1)N1CCN(c2cccc(C(F)(F)F)c2)CC1 (centres undefined)	3%	-8%	i	0.6	-13%	-0.3%	3%	0.1%	-17	704	5%
Cc1cc(NC(=O)Nc2cccc(C(F)(F)F)c2)n(C)n1	10%	-3%	i	0.8	8%	-1.3%	-1%	-4.1%	17	704	-14%
